D1 antag = antagonists of human D1 dopamine receptor; activity change, negative = inhibition, % at 10 µM; P21728; AID 504652; HEK293 TREx D1 cells, calcium flux, dopamine EC80; active compounds read low; 360,000 tested, 3.2% active; in the data active = activity change below about -30%; also: % is scaled to controls: 0 for no effect and ±100 for the full control effect
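Calcium flux readout: force-coupled, inducible Hek293 Trex D1 line, cells induced overnight at 30 C with tetracycline, dye-loaded 30–90 min at RT. Antagonism scored against EC80 dopamine challenge given 180 s after compound.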
D1 PAM = human D1 dopamine receptor positive modulation; P21728; HEK293 TREx D1 cells, calcium flux, dopamine EC20 potentiation; potentiation, % at 10 µM; 360,000 tested, 0.036% active; AID 504651; in the data active = potentiation above about 30%; also: 0% is about no effect
TRHR ag = agonists of human TRH receptor | 360,000 tested, 0.18% active | AID 493084 | TRHR cells, calcium flux fluo-8, FDSS agonist mode | activation, % at 2 µM | P34981; in the data active = activation above about 30%; also: 0% is about no effect
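In this calcium-flux screen, cells bearing human TRHR are dye-loaded with fluo-8, baselined for 10 cycles, then exposed to library compounds; positive kinetic calcium responses during the agonist phase mark hits, with TRH as control.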
TRHR enhancer = TRH receptor (human) allosteric enhancement. P34981. TRHR cells, fluo-8 calcium fluorescence, EC20 TRH enhancement. enhancement, % at 2 µM. 360,000 tested, 0.66% active. AID 493056; in the data active = enhancement above about 30%; also: 0% is about no effect
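Enhancer read-out: after compound pinning and an initial kinetic agonist-mode read, an EC20 of TRH (10 nM final) was injected and fluo-8 calcium signal (Ex 480/Em 530) followed at 1 s/cycle for 100 cycles in TRHR-expressing cells.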
D1 agonist = human D1 receptor agonism; P21728; HEK293 T-REx D1 cells, calcium flux, agonist mode; activation, % at 2 µM; 360,000 tested, 1% active; AID 504660; in the data active = activation above about 30%; also: 0% is about no effect
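Agonism was scored from calcium flux recorded over 180 s (1 read/s) after pintool compound addition, following a 10-cycle baseline. Cells were inducible force-coupled HEK293 TREx D1, plated overnight at 30 C and loaded with no-wash calcium dye.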
Apoferritin bind = candidate novel general anesthetic via apoferritin binding; P02791; 350,000 tested, 0.074% active; apoferritin/1-aminoanthracene competitive binding, fluorescence; Potency, µM (series often up to 77.5 µM), without a hit: top-dose activity change, negative = displacement, hits mostly inhibitors; also: potency is read from the fitted curve at half-maximal effect; % is scaled to controls: 0 for no effect and ±100 for the full control effect; nearly all actives have a fitted effect of over 20% in size
Target sequence (P02791 2-175 limits assumed): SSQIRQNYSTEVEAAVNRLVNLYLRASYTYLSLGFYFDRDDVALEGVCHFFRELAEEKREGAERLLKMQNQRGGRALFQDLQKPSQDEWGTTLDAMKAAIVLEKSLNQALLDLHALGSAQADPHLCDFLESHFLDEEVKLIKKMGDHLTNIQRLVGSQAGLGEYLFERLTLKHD
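Apoferritin-based anesthetic binding model; compound displacement of fluorescent 1-AMA measured as endpoint fluorescence after 10 minutes at room temperature, scaled to free-ligand and complex controls.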
RXFP1 ag = RXFP1 (human) receptor agonism | AID 2676 | HEK293T-RXFP1 cAMP TR-FRET, 30 min; response scale: percent of porcine relaxin response, buffer zero | 370,000 tested, 0.3% active | Potency, µM (doses to about 57.5 µM), inactives show top-dose activation, usual class: activators | Q9HBX9; also: potency is read from the fitted curve at half-maximal effect; % is scaled to controls: 0 for no effect and ±100 for the full control effect; nearly all actives have a fitted effect of over 60% in size; many of its hits are not listed in these tables
Target sequence (Q9HBX9 whole entry, looked up): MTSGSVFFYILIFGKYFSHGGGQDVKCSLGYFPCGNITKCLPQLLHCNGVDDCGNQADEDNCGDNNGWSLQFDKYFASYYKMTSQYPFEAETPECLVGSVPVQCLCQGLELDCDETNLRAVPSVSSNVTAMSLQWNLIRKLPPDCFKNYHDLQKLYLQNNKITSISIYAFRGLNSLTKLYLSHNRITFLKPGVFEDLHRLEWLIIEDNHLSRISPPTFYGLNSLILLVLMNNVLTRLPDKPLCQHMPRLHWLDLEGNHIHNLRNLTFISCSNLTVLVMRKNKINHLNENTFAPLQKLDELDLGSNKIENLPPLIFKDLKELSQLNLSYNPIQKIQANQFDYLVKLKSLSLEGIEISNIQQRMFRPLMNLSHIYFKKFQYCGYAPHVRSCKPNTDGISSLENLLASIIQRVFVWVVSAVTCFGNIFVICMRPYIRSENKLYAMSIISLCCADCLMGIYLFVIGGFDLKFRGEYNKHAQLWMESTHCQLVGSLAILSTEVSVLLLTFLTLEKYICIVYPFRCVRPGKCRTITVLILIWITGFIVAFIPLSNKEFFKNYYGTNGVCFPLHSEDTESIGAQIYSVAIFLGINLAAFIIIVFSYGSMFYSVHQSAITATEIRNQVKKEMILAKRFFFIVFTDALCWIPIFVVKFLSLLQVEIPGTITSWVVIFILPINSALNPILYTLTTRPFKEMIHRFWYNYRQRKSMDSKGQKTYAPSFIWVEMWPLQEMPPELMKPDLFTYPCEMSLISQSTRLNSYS
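cAMP rise read by TR-FRET after 30 min, 37C compound exposure (up to 58 uM) in RXFP1-transfected HEK293 cells with Ro 20174 present. EC50 from Hill-equation fits, with 29 nM porcine relaxin as 100% and buffer as basal.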
D2 potentiator = positively modulates the human D2 dopamine receptor allosterically | P14416 | HEK293 T-REx D2, calcium flux, EC20 dopamine potentiation | potentiation, % at 10 µM | 340,000 tested, 0.34% active;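 active = potentiation over 3 SD above the plate norm, cut at about 30% in these data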; also: 0% is about no effect
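Using a no-wash calcium dye in inducible, force-coupled HEK293 Trex cells expressing D2, we tracked fluorescence each second for 180 s after compound, then for 180 s after EC20 dopamine to detect augmented signalling.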
RXFP1 antagonist = antagonists of human relaxin receptor RXFP1 | Q9HBX9 | HEK293-RXFP1, relaxin-stimulated cAMP HTRF, 30 min; active compounds read low | activity change, negative = inhibition, % at 57.5 µM | 350,000 tested, 0.59% active | AID 1259400;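 active = activity change of -60% or lower, but not beyond a set lower limit; inconclusive = change between -60% and -40%, or beyond the set limit; inactive = change above -40%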; also: % is scaled to controls: 0 for no effect and ±100 for the full control effect
Starred values were filed as active, the others as inactive; u = inconclusive; x = no result given; [ ] = remark or other dose. Unless noted, calls follow the shape of the dose curve; as a rule, active = well fitted curve in the direction sought with a large enough effect; inconclusive = small, poorly fitted or top-dose-only effect, or another doubt; inactive = no such curve, though single readings can be large; an effect the other way counts as inactive or inconclusive. This is a subset. The share of hits here may be higher or lower than overall.

SMILES	D1 antag	D1 PAM	TRHR ag	TRHR enhancer	D1 agonist	Apoferritin bind	RXFP1 ag	D2 potentiator	RXFP1 antagonist
CN1CCN(S(=O)(=O)c2ccc(NC(=O)c3ccc(Br)s3)cc2)CC1	-46*	-16	0.6	0	14	6%	3.0%	0	16
CCCNC(=O)Cn1cccc1C(=O)c1ccccc1	-12	1	-0.4	-4	2	-8%	2.0%	-2	2
CCN(CC)CCOC(=O)c1ccc(Cl)cc1	-1	0	-0.9	5	5	0%	0.2%	6	0
Nc1c(-c2ccc(Cl)cc2)cnc2c(-c3ccccc3)cnn12	-1	3	6.0	5	6	-5%	u	-2	-3
O=C(COc1nsnc1N1CCOCC1)Nc1ccc(Cl)cc1	-5	-3	0.2	-8	4	-9%	0.1%	-3	1
CSc1nc2ccc(NS(=O)(=O)c3ccc(Cl)s3)cc2s1	-25	-6	0.4	-3	9	u	-0.3%	-2	-24
CCSc1nc2sc3c(c2c(=O)n1C1CCCCC1)CCN(C)C3	9	-2	0.1	4	0	u	4.7%	19	-5
COc1cc(C2C(C(=O)c3ccco3)=C(O)C(=O)N2c2cc(C)on2)ccc1OCc1ccccc1 (stereo not given)	-3	-3	0.2	-2	3	-3%	2.2%	2	x
O=C(CN(c1ccc(F)cc1)S(=O)(=O)c1ccccc1)NCCSC1CCCCC1	-5	-4	2.3	-8	8	1%	1.9%	5	-16
COc1ccc(S(=O)(=O)N2CCN(C(=O)c3ccc(C)o3)CC2)cc1	12	x	-0.3	-5	3	-10%	3.3%	-1	-19
Cc1cccc(N2CCN(C(=O)C(Cc3ccccc3)NC(N)=O)CC2)c1C (stereo not given)	17	-5	-1.3	-7	3	-12%	0.7%	0	2
C=CCNc1ccc(N2C(=O)CCCC2=O)cc1[N+](=O)[O-]	11	-9	-1.3	-13	0	-8%	-4.2%	1	-3
Clc1ccccc1-c1nc(-c2ccc(Br)o2)no1	-8	0	0.5	-1	3	-21%	1.0%	12	-9
CCc1ccc2oc(C(=O)N(Cc3ccc(N(C)C)cc3)Cc3ccco3)c(C)c2c1	18	1	0.6	-1	5	57%[activator]	-3.4%	-2	-8
CNC(=O)c1c(C)[nH]c(=S)c(C#N)c1-c1ccco1	-1	6	1.6	0	6	2%	-0.9%	-1	14
CC1(OC(=O)C2CCCC2)C(=O)C=C2C=C(c3ccsc3)N(Cc3ccccc3)C=C2C1=O (stereo not given)	5	0	-0.5	3	0	-3%	-3.1%	13	x
COc1ccc(C2C(C(=O)C(C)(C)C)=C(O)C(=O)N2Cc2ccccc2)cc1 (stereo not given)	0	0	-0.3	4	4	-8%	13%	0	7
CC(=O)N1CCc2c(sc(NC(=O)C3CCCCC3)c2C(N)=O)C1	-1	-1	3.9	9	1	-12%	3.7%	9	x
Cc1ccc(S(=O)(=O)N2CCN(CC(=O)N/N=C\c3ccc(Cl)c([N+](=O)[O-])c3)CC2)cc1	-3	-2	0.8	1	3	u	0.8%	-4	6
O=C(CO/N=C1\CCCc2nonc21)Nc1ccc(Br)cc1	0	4	1.6	-4	2	-3%	-0.2%	-27	-4
CCNc1nnc(CSc2nc3ccccc3s2)s1	-10	-9	0.0	-7	4	-9%	1.4%	5	4
CCn1cc([N+](=O)[O-])c(C(=O)N2N=C(c3ccc4ccccc4c3)CC2c2cc(Br)ccc2O)n1 (stereo not given)	0	7	0.5	-4	3	1%	0.9%	17	-39
NC(=O)c1ccccc1OCC(=O)NS(=O)(=O)c1ccc(Cl)cc1	x	1	0.8	-2	-2	-10%	0.9%	-7	-5
O=S(=O)(Nc1nnc(C(F)(F)F)s1)c1ccc(Cl)cc1	2	-2	0.3	-2	3	-1%	0.2%	2	1

Structural class: those above with fluorine (2)
SMILES	D1 antag	D1 PAM	TRHR ag	TRHR enhancer	D1 agonist	Apoferritin bind	RXFP1 ag	D2 potentiator	RXFP1 antagonist
O=C(CN(c1ccc(F)cc1)S(=O)(=O)c1ccccc1)NCCSC1CCCCC1	-5	-4	2.3	-8	8	1%	1.9%	5	-16
O=S(=O)(Nc1nnc(C(F)(F)F)s1)c1ccc(Cl)cc1	2	-2	0.3	-2	3	-1%	0.2%	2	1

More results
SMILES	D1 antag	D1 PAM	TRHR ag	TRHR enhancer	D1 agonist	Apoferritin bind	RXFP1 ag	D2 potentiator	RXFP1 antagonist
COc1cc(OC)cc(C(=O)Nc2ccccc2NC(C)=O)c1	-1	-8	1.0	2	4	2%	3.1%	-38	-2
Cc1ccc(C)c(NC(=O)CSc2ccc(-c3ccco3)nn2)c1	10	-8	-1.8	4	1	-5%	-0.5%	11	2
CC1CCN(S(=O)(=O)c2cn(CC(=O)Nc3ccc(F)c(Cl)c3)c(=O)c3ccccc23)CC1	-26	-2	1.6	1	6	1%	1.4%	0	x
Cc1ccc(C)c(NC(=S)N(C)CCc2ccccn2)c1	8	-3	0.1	5	2	3%	0.8%	15	4
O=C(NCCCN1CCCC1=O)C1CCN(S(=O)(=O)N2CCOCC2)CC1	-9	3	0.9	-2	-2	10%	-0.3%	-2	x
NC(=O)CCS(=O)(=O)CCN1CCN(S(=O)(=O)c2ccc3c(c2)CCC3)CC1	25	12	-0.2	2	1	x	-0.5%	23	0
CN1CCc2c(sc3c2C(=O)NC(c2cn(Cc4ccccc4)c4ccccc24)N3)C1 (stereo not given)	11	-2	3.4	0	3	-13%	3.9%	14	2
CCOc1ccccc1OCC(=O)Nc1nnc(C)s1	16	-2	0.0	0	1	3%	-0.2%	10	-6
O=C(CC1C(=O)NCCN1Cc1ccccc1)NCCC1=CCCCC1 (stereo not given)	-13	1	-0.1	3	0	u	1.5%	10	-4
O=C(CSCC(=O)N1CCCc2ccccc21)Nc1nc(-c2ccccc2)cs1	1	3	-1.1	6	5	44%[activator]	-0.4%	17	-2
CC(C)C(c1nnnn1C1CCCC1)N(C)C1CCCCC1 (stereo not given)	-8	14	-0.9	1	1	-2%	3.3%	-15	-18
Cc1ccc(C[C@H](C(=O)O)N2C(=O)c3ccc(C(=O)O)cc3C2=O)c(C)c1	6	-7	0.6	9	2	-3%	1.7%	x	x
CSc1ccc(CCNC(=O)c2ccc3c(c2)nc2n3CCC(C)C2)cc1 (stereo not given)	1	-3	-0.3	-1	0	67%[activator]	4.5%	-5	-7
O=C(O)c1ccccc1C(=O)NC1CCN(c2nccc(C(F)(F)F)n2)CC1	1	10	-0.2	0	3	3%	-1.3%	9	-1
CN1CC(=O)N(C)c2ncn(Cc3ccccc3)c2C1=O	-12	-5	-0.9	8	5	-4%	1.3%	x	-2
CCCCN(C)C(=O)c1nc2ccccn2c1CNC1CCC1	-15	2	0.7	8	4	-11%	4.3%	11	15
Cc1c(N(C)C(=O)c2ccccc2F)c(=O)n(-c2ccccc2)n1C	6	-3	0.1	-1	1	-15%	0.8%	1	1
COc1ccccc1N1CCN(C(=O)c2c(-c3c(F)cccc3Cl)noc2C)CC1	4	-4	-0.2	8	1	-6%	-2.1%	19	-6
CCc1nc(N)c(C#N)c(-c2ccncc2)c1C	-12	-3	1.0	4	2	-21%	1.1%	-3	21
CC1CCCN(CCCNC(=O)C2CCN(S(=O)(=O)N3CCC4(CC3)OCCO4)CC2)C1 (stereo not given)	20	-4	0.4	-14	5	-5%	-1.0%	2	-3
CCN(CC)S(=O)(=O)c1cccc(-c2nnc(SC(C)C(=O)NCCC3=CCCCC3)o2)c1 (stereo not given)	-14	-3	0.4	-9	14	-2%	-2.2%	7	3
C[C@H](NC(=O)c1nc[nH]c1C(=O)N[C@@H](CCCCNC(=O)OC(C)(C)C)C(=O)OC(C)(C)C)C(=O)OCc1ccccc1	19	-5	0.7	-4	14	-8%	-0.1%	-6	x
Cc1nnc(SCC(=O)N2CCCCCC2)n(N)c1=O	-12	2	0.3	0	1	-9%	-1.9%	4	10
COc1ccc(CNC(=O)CSc2nnc3c(n2)[nH]c2ccc(OC)cc23)cc1	-14	x	-1.2	-4	5	2%	2.3%	1	-8
Cc1cccc(C)c1NC(=O)c1cc(S(=O)(=O)N2CCc3ccccc32)cn1C	-47*	-16	-0.3	1	10	-6%	2.8%	10	-2
CCNC(=S)Nc1ccc(OCC)cc1	-6	1	0.1	-2	2	-3%	-0.5%	5	7
COc1ccc(-c2ccc(CNc3ccc4[nH]c(=O)[nH]c4c3)o2)cc1Cl	-52*	-2	-0.8	5	7	-15%	-2.0%	4	-32
Cn1c(CSCc2ccccc2)n[nH]c1=S	-6	10	0.0	-3	3	-8%	0.4%	-6	-12
O=C(Nc1ccc(F)cc1)NC1CCCCC1	4	-7	0.4	-4	2	-2%	-4.4%	4	0
CCn1cc(C(=O)O)c(=O)c2cc(F)c(N3CCN(S(=O)(=O)c4ccc(Br)cc4)CC3)cc21	1	3	0.5	9	3	-1%	0.8%	5	x
Cc1ccccc1NC(=O)NCCc1ccc(Cl)cc1	6	-5	0.0	-2	7	-13%	3.4%	-13	-5
CCCCCCC(=O)N1CCC(c2nc3c(nnn3Cc3ccccc3Cl)c(=O)[nH]2)CC1	-17	-5	-1.5	-13	4	10%	-0.4%	22	1
O=C1CCc2cc(S(=O)(=O)N3CCC(C(=O)NCCC4=CCCCC4)CC3)ccc2N1	-19	-6	0.0	5	1	-1%	0.7%	6	x
Fc1ccc(-n2ncc3c(NCCCN4CCOCC4)ncnc32)cc1	-9	1	0.3	-3	-2	-4%	3.6%	4	-19
Cc1c(CNC2CCCCC2)c(C(=O)O)c(C)n1Cc1ccc(F)cc1	8	-1	0.5	-3	0	-4%	-1.9%	7	-2
CN(C)S(=O)(=O)c1cc(NC(=O)COC(=O)C2COc3ccccc3O2)ccc1Cl (stereo not given)	-7	-7	0.9	0	6	u	-0.1%	1	1
Cc1cnn(CCC(=O)NNC(=S)Nc2ccc(F)cc2)c1	4	-4	0.6	3	1	-7%	-0.6%	1	6
N#CCCN(C(=O)COC(=O)c1cccc(S(=O)(=O)N2CCCC2)c1)c1ccc(F)cc1	0	-9	0.2	-1	3	-19%	-0.2%	-1	-4

Sorted by value in D1 antag (rising): some entries from above
SMILES	D1 antag	D1 PAM	TRHR ag	TRHR enhancer	D1 agonist	Apoferritin bind	RXFP1 ag	D2 potentiator	RXFP1 antagonist
CNC(=O)c1c(C)[nH]c(=S)c(C#N)c1-c1ccco1	-1	6	1.6	0	6	2%	-0.9%	-1	14
CCn1cc([N+](=O)[O-])c(C(=O)N2N=C(c3ccc4ccccc4c3)CC2c2cc(Br)ccc2O)n1 (stereo not given)	0	7	0.5	-4	3	1%	0.9%	17	-39
CSc1ccc(CCNC(=O)c2ccc3c(c2)nc2n3CCC(C)C2)cc1 (stereo not given)	1	-3	-0.3	-1	0	67%[activator]	4.5%	-5	-7

Screening results as filed in PubChem.
